Source: PubChem BioAssay
Anesthetic bind: binds horse apoferritin like a general anesthetic; P02791; apoferritin/1-aminoanthracene competitive binding, fluorescence; Potency, µM (highest dose often 77.5 µM), for the others: at the top dose activity change, negative = displacement, most hits filed as inhibitors; actives 0.074% (n = 350,000); AID 485281; note: potency is the fitted concentration of half-maximal effect; % is set by controls: 0 for no effect and ±100 for the full control effect; nearly all actives have a fitted effect of over 20% in size
Target sequence (P02791 2-175 limits assumed): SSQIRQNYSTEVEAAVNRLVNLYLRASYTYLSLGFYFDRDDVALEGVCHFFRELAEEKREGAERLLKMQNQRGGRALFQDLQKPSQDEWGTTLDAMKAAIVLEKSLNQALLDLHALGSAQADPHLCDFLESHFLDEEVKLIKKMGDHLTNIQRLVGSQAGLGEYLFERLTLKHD
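10 uM apoferritin + 50% sat. 1-AMA, PBS; cpd 10 min RT; Ex380/Em535 endpoint; normalized to free probe vs complex; 4-param Hill fit; propofol titration as pos. ctrl.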
TRHR ag: TRH receptor (human) agonism; TRHR cells, calcium flux fluo-8, FDSS agonist mode; activation, % at 2 µM; actives 0.18% (n = 360,000); AID 493084; in the data active = activation above about 30%; note: 0% is about no effect
Target sequence (P34981 whole entry, looked up): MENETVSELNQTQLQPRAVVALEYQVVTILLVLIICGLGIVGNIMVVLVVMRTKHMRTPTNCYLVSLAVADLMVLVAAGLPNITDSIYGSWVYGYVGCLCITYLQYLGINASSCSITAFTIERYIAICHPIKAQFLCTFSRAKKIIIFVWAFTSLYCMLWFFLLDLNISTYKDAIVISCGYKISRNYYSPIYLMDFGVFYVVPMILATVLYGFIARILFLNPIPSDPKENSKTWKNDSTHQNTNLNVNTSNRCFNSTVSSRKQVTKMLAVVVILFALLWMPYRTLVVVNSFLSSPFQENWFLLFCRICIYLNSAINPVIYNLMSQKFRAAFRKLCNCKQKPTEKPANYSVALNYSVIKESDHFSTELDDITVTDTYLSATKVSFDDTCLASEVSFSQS
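Fluo-8-loaded TRHR cells; 10 s baseline, compound added, kinetic Ca2+ fluorescence read 1/s, agonist mode.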
RXFP1 antag: blocks the human relaxin receptor RXFP1. Q9HBX9. AID 1259400. HEK293-RXFP1, relaxin-stimulated cAMP HTRF, 30 min; stronger effect = lower value. activity change, negative = inhibition, % at 57.5 µM. actives 0.59% (n = 350,000);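 active = activity change of -60% or lower, but not beyond a set lower limit; inconclusive = change between -60% and -40%, or beyond the set limit; inactive = change above -40%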; note: % is set by controls: 0 for no effect and ±100 for the full control effect
D1 antag: human D1 dopamine receptor antagonism; P21728; HEK293 TREx D1 cells, calcium flux, dopamine EC80; stronger effect = lower value; activity change, negative = inhibition, % at 10 µM; actives 3.2% (n = 360,000); in the data active = activity change below about -30%; note: % is set by controls: 0 for no effect and ±100 for the full control effect
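Allosteric or orthosteric antagonism assessed as attenuation of the calcium response to EC80 dopamine, added 180 s after compound, in induced HEK293 Trex D1 cells loaded with no-wash calcium dye.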
TRHR PAM: TRH receptor (human) allosteric enhancement; P34981; TRHR cells, fluo-8 calcium fluorescence, EC20 TRH enhancement; enhancement, % at 2 µM; actives 0.66% (n = 360,000); in the data active = enhancement above about 30%; note: 0% is about no effect
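Enhancer read-out: after compound pinning and an initial kinetic agonist-mode read, an EC20 of TRH (10 nM final) was injected and fluo-8 calcium signal (Ex 480/Em 530) followed at 1 s/cycle for 100 cycles in TRHR-expressing cells.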
D1 ag: human D1 receptor agonism | AID 504660 | HEK293 T-REx D1 cells, calcium flux, agonist mode | actives 1% (n = 360,000) | P21728 | activation, % at 2 µM; in the data active = activation above about 30%; note: 0% is about no effect
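Inducible HEK293 T-REx D1 cells, force-coupled to calcium signalling, were plated at 4000 cells/well with tetracycline and held overnight at 30 C. After no-wash calcium dye loading, compound-evoked calcium rise over 180 s flagged agonists.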
D2 PAM: positively modulates the human D2 dopamine receptor allosterically | P14416 | HEK293 T-REx D2, calcium flux, EC20 dopamine potentiation | potentiation, % at 10 µM | actives 0.34% (n = 340,000) | AID 485347;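 active = potentiation over 3 SD above the plate norm, cut at about 30% in these data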; note: 0% is about no effect
Target sequence (P14416 whole entry, looked up): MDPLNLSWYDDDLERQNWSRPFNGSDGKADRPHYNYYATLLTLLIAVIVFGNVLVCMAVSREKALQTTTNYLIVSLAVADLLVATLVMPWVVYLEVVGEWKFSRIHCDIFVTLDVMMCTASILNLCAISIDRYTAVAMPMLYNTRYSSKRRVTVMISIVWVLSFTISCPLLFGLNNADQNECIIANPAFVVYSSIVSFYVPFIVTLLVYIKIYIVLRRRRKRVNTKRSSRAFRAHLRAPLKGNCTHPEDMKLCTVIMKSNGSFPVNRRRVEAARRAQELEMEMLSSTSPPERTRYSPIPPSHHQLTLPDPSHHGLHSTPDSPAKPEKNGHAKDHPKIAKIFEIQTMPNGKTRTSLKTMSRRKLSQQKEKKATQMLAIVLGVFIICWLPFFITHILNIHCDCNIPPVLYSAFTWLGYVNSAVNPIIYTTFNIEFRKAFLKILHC
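Tetracycline-induced HEK293 T-REx cells force-coupled to calcium signalling expressed D2; compounds were pin-added after a 10 s baseline, read kinetically 180 s, then an EC20 dopamine challenge followed with a further 180 s calcium read.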
D1 potentiator: potentiators of human D1 dopamine receptor; P21728; HEK293 TREx D1 cells, calcium flux, dopamine EC20 potentiation; potentiation, % at 10 µM; actives 0.036% (n = 360,000); AID 504651; in the data active = potentiation above about 30%; note: 0% is about no effect
RXFP1 ag: agonists of human relaxin receptor RXFP1 | Q9HBX9 | HEK293T-RXFP1 cAMP TR-FRET, 30 min; response scale: percent of porcine relaxin response, buffer zero | Potency, µM (doses to about 57.5 µM), for the others: top-dose activation, most hits filed as activators | actives 0.3% (n = 370,000); note: potency is the fitted concentration of half-maximal effect; % is set by controls: 0 for no effect and ±100 for the full control effect; nearly all actives have a fitted effect of over 60% in size; many of its hits are not listed in these tables
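HEK293 cells stably expressing RXFP1, treated 30 min at 37C with compounds plus PDE4 inhibitor Ro 20174; cAMP measured by HTRF TR-FRET. Normalized to buffer and 29 nM porcine relaxin; EC50 by Hill fit.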
An asterisk follows results filed as active; u = inconclusive; x = not tested or not shown; & = joins results of further samples; [ ] = dose if it differs, or a comment. Unless noted, calls come from the whole dose curve; as a rule, active = well fitted curve in the direction sought with a large enough effect; inconclusive = small, poorly fitted or top-dose-only effect, or another doubt; inactive = no such curve, though single readings can be large; an effect the other way counts as inactive or inconclusive.

SMILES	Anesthetic bind	TRHR ag	RXFP1 antag	D1 antag	TRHR PAM	D1 ag	D2 PAM	D1 potentiator	RXFP1 ag
COc1ccc(N(CC(=O)NCCc2ccccc2)C(=O)CCC(=O)Nc2nccs2)c(OC)c1	-1%	-0.7	-7	-3	-8	4	14	x	-0.2%
CC(C)C(NC(=O)C(c1ccccc1)c1ccccc1)c1nc2ccccc2[nH]1 (centres undefined)	-6%	0.1	4	7	-13	-3	12	2	1.6%
CCOC(=O)CNC(=O)CSc1nnc(CCc2nc3ccccc3[nH]2)n1C	-5%	0.3	10	-15	0	-2	-5	-2	-2.7%
Cc1ccc(CNC(=O)c2ccc3c(c2)NC(=O)C(N2CCOCC2)S3)cc1 (centres undefined)	-17%	-0.4	-62*	6	-4	3	1	-8	0.5%
COc1ccc(O)c(CN2CCCC(N3CCc4ccccc4C3)C2)c1 (centres undefined)	-6%	-0.1	-5	1	0	6	-12	-4	-1.8%
OCC1(CCOc2ccccc2)CCN(CCCn2cccn2)CC1	-5%	-0.6	-6	-10	-2	1	-20	6	-0.6%
N=c1oc2ccccc2cc1C(=O)Nc1ccc(F)cc1	-5%	-0.3	3	32	-1	0	6	-10	-2.3%
O=c1cccc2c1c1cc[nH]c3ccc(=O)n2c31	x	6.9	-6	13	0	3	x	14	6.9%
CC(C)(Cc1ccccc1)NC(=O)C(=O)c1cn(CC(=O)N2CCOCC2)c2ccccc12	u	0.3	-2	9	-1	3	-4	0	1.9%
Cc1ccc(NC(=O)C(C)Sc2nc(=O)cc(N)n2-c2ccccc2)cc1 (centres undefined)	u	1.0&0.2	-8&-1	3&4	-2&-2	0&2	3&-5	2&-4	0.0%&0.2%
Cc1nc(SCC(=O)c2ccc(Cl)cc2)c([N+](=O)[O-])[nH]1	u	-0.5	-4	-40*	3	2	2	-4	0.8%
CCN(Cc1cc2ccc(C)cc2[nH]c1=O)C(=O)c1ccncc1	-7%	0.3	x	7	0	1	-7	0	2.4%
Cc1ccc(CNC(=O)Cn2c(=O)c3sccc3n(Cc3cccc([N+](=O)[O-])c3)c2=O)cc1	3%	0.0	x	1	7	3	6	-2	0.5%
CN(C(=O)c1ccccc1C(=O)OCC(=O)NCc1ccccc1)C1CCCCC1	-7%	0.1	-2	-35*	3	1	1	-3	-0.2%
O=C(c1ccco1)N1CCN(S(=O)(=O)c2c(Cl)cccc2Cl)CC1	-7%	0.2	-2	-2	-8	0	0	4	0.7%
CN(C)S(=O)(=O)c1ccc(C(=O)Nc2nnc(-c3cccs3)o2)cc1	-9%	0.7	-2	-22	-1	2	-8	-4	0.2%
Cc1ccc(CN2CCCn3nc(C(=O)NCCc4ccccc4Cl)cc3C2=O)cc1	3%	-1.4	-10	-9	0	2	-3	0	1.1%
COC(=O)c1ccc(CN(C(=O)N2CCN(C)CC2)S(=O)(=O)c2ccc(C)cc2)cc1	x	0.8	6	10	3	2	-5	-3	0.5%
CCCc1nnc(SCC(=O)Nc2cccc(C(F)(F)F)c2)o1	-8%	-1.4	-10	-8	5	5	-5	-1	1.0%
C[C@@H]1CN(c2nc3nonc3nc2N2CCSCC2)C[C@H](C)O1	-10%	-0.4	16	-1	-3	0	0	2	-0.5%
O=C(CCC(=O)N1Cc2ccccc2Oc2ncccc21)NCc1cccc(Cl)c1	-6%	0.4	-2	-2	-18	10	-10	-1	-1.0%
COc1cccc(C(=O)Nc2ccc(F)c(F)c2F)c1	-8%	0.4	-3	16	4	-1	-6	-2	-1.7%
Cc1ccccc1NC(=O)CN1C(=O)N/C(=C\c2ccc(N3CCOCC3)c(F)c2)C1=O	-1%	-0.1	-29	12	-8	2	-7	-5	2.2%
CCc1cc(=O)oc2cc(C)c3c(-c4ccc(F)cc4)coc3c12	-3%	0.0	-7	-1	-4	0	-3	-2	9.6%
Cc1ccc(S(=O)(=O)n2cnc3ccccc32)cc1	3%	-0.5	3	17	0	0	1	-4	-1.1%

Ordered by molecular weight (lowest first): 5 of the compounds above.
SMILES	Anesthetic bind	TRHR ag	RXFP1 antag	D1 antag	TRHR PAM	D1 ag	D2 PAM	D1 potentiator	RXFP1 ag
C[C@@H]1CN(c2nc3nonc3nc2N2CCSCC2)C[C@H](C)O1	-10%	-0.4	16	-1	-3	0	0	2	-0.5%
CN(C)S(=O)(=O)c1ccc(C(=O)Nc2nnc(-c3cccs3)o2)cc1	-9%	0.7	-2	-22	-1	2	-8	-4	0.2%
O=C(CCC(=O)N1Cc2ccccc2Oc2ncccc21)NCc1cccc(Cl)c1	-6%	0.4	-2	-2	-18	10	-10	-1	-1.0%
Cc1ccccc1NC(=O)CN1C(=O)N/C(=C\c2ccc(N3CCOCC3)c(F)c2)C1=O	-1%	-0.1	-29	12	-8	2	-7	-5	2.2%
Cc1ccc(CNC(=O)Cn2c(=O)c3sccc3n(Cc3cccc([N+](=O)[O-])c3)c2=O)cc1	3%	0.0	x	1	7	3	6	-2	0.5%

Following part.
SMILES	Anesthetic bind	TRHR ag	RXFP1 antag	D1 antag	TRHR PAM	D1 ag	D2 PAM	D1 potentiator	RXFP1 ag
COc1ccc2ccccc2c1/C=N\n1c(C)cc(C)c(C(N)=O)c1=O	-19%	-0.6	8	0	17	-1	4	1	0.0%
Cc1ccc(NS(=O)(=O)c2ccc(C(=O)NCC3CCCO3)cc2)cc1 (centres undefined)	-11%	2.0	-1	1	1	18	7	-2	-2.8%
Cc1cccc(C(=O)OCC(=O)N2CC(C)OC(C)C2)c1C (centres undefined)	-4%	0.3	-12	-6	9	2	13	-5	0.5%
Cn1c(N)c(C(=O)COC(=O)C2CCCN2C(=O)c2cccs2)c(=O)n(C)c1=O (centres undefined)	2%	-3.6	-11	0	-1	2	-7	2	24%
CN(C)c1nc(N2CCN(c3ccc(F)cc3)CC2)c(C#N)c(=O)o1	-7%	-1.2	7	5	-4	6	7	-1	-0.7%
Cc1ccc(OCCCCn2c(CO)nc3ccccc32)cc1	-7%	0.2	-6	-37*	5	14	0	-8	-0.7%
O=S(=O)(c1ccc(Oc2ccc(Br)cc2)cc1)N1CCOCC1	-2%	0.7	-19	-32*	-6	15	1	-6	1.1%
Cc1cc(Nc2n[nH]c(N)c2C#N)ccc1F	-6%	0.3	0	6	0	5	-7	-8	0.1%
O=C(Nc1cccc(Cl)c1N1CCCC1)c1cccc(-c2cc3ccccc3oc2=O)c1	-17%	0.0	-12	2	9	0	2	4	1.8%
Cc1nnc2n(Cc3ccccc3)c(=O)c3c4c(sc3n12)COC(C(C)C)C4 (centres undefined)	-21%	-0.3	-9	7	19	1	10	1	4.3%
COCCN=c1scc(-c2ccccc2)n1/N=C/c1c[nH]c2ccccc12	138%[activator]	0.1	-10	-4	-4	2	x	-2	-1.7%
CC1=C(C(=O)Nc2ccc(Cl)cc2)C(C(C)C)n2nc(SCc3cccc(C)c3)nc2N1 (centres undefined)	-4%	0.4	x	-15	15	1	13	1	19%
Cc1cc(C)n(-c2nc3ccccc3nc2Nc2cc(Cl)ccc2C)n1	-2%	0.5	-13	0	-4	4	-8	-1	3.1%
Cc1cc(NC(=O)CSCC(=O)OCC(=O)c2cccc(Br)c2)no1	x	-1.6	5	-15	1	2	-4	-2	1.2%
CCCNC(=O)Cc1c(O)c2ccccc2[nH]c1=O	-8%	0.6	1	x	9	-1	-8	1	1.8%
Cc1cc(C)cc(NC(=O)COC(=O)CC2CCCC2)c1	x	-0.1	0	12	1	1	-13	0	0.8%
Cc1nn(C)c(N)c1[N+](=O)[O-]	3%	-0.1	-3	35	-10	5	-15	-1	-0.7%
Cc1ccc(N2C(=O)c3ccc(C(=O)N4CCN(c5ccccc5F)CC4)cc3C2=O)cc1	-14%	-0.2	6	5	0	3	-2	-1	5.2%
CCc1ccccc1NC(=O)C(Cc1cccc(OC)c1OC)c1nn[nH]n1 (centres undefined)	-13%	0.1	0	-19	2	0	1	4	-1.5%
COc1ccc(-c2nnc(CSc3nc4ccccc4c(=O)n3C)o2)cc1OC	-7%	-1.4	19	-15	-3	6	9	-4	1.2%
COc1ccc(CCNC(=O)c2nnn(CC(=O)Nc3c(C)cc(C)cc3C)c2N)cc1OC	-15%	0.5	5	4	7	8	1	-3	-1.2%
ClCc1nnc(-c2ccccc2)o1	12%	0.2	0	11	-1	2	-3	15	-0.5%
CCC(C)NC(=O)C1CCN(c2nc(C)cc(C)n2)CC1 (centres undefined)	-6%	-0.1	-19	6	-11	2	9	1	-0.3%
O=C(CN1CCN(Cc2ccccc2)CC1)N/N=C/C=C/c1ccccc1[N+](=O)[O-]	-9%	-0.1	-8	2	4	6	-7	-9	0.1%
N#CC1=C(N)N(c2ccccc2)C2=C(C(=O)CCC2)C1c1ccsc1 (centres undefined)	-5%	-0.6	17	8	-2	0	-4	1	0.2%
SMILES	Anesthetic bind	TRHR ag	RXFP1 antag	D1 antag	TRHR PAM	D1 ag	D2 PAM	D1 potentiator	RXFP1 ag
COC(=O)c1ccc2c(=O)n(NC(C)=O)c(=S)[nH]c2c1	-6%	0.9	29	-13	6	1	1	10	0.5%
CCOC(=O)CN1CC23C=CC(O2)C(C(=O)NCc2ccccc2OC)C3C1=O (centres undefined)	4%	0.3	8	-2	-4	-2	-10	-5	-0.1%
CN(C(=O)COC(=O)C1CSC2(C)CCC(=O)N12)c1ccccc1 (centres undefined)	x	0.9	-5	-2	-1	2	-8	8	-0.4%
Cc1csc(SCC(=O)c2ccc(S(=O)(=O)N3CCOCC3)cc2)n1	u	0.7	-2	4	6	2	x	2	1.3%
Cc1nc(NC(=O)c2ccc(-c3cc4ccccc4oc3=O)cc2)ccc1Br	4%	0.1	16	-2	-2	2	1	1	-0.1%
COc1ccccc1N1CCN(C(=O)CSc2nc3ccccc3o2)CC1	-21%	-0.7	1	5	-2	2	3	-3	0.7%
O=C1OCC/C1=C\OCCCO/C=C1\CCOC1=O	32%[activator]	0.6	-12	5	3	3	7	-3	4.8%
CCOc1ccccc1CN1CCN(S(C)(=O)=O)CC1	-2%	-0.7	-7	4	-13	-1	-20	-6	16%
S=C(Nc1ccc(Br)cc1Cl)Nn1cnnc1	-10%	-0.7	3	x	-1	-1	5	-9	-1.6%
CCOc1ccc(NC(=O)CCSc2nnc(C)s2)cc1	-9%	-0.6	-8	5	2	1	4	0	1.9%
O=C1CCC(=O)N1c1ccccc1OS(=O)(=O)c1ccccc1	-8%	-1.4	2	2	1	3	-7	9	-0.9%
COc1ccc(NC(=O)c2cncc(Br)c2)cc1S(=O)(=O)N1CCCCC1	-13%	0.0	-21	11	-5	8	0	6	2.1%
O=C1CCCc2c1nc(-c1ccccc1F)n2O	-9%	0.0	-2	1	-1	2	3	5	0.1%
Cc1ccc(CNC(=O)C(C(=O)NCc2ccc(C)o2)c2ncc(C(F)(F)F)cc2Cl)o1	-12%	-0.9	-8	-8	-4	2	-3	-7	-3.5%

These rows are one share of the data; rates above refer to the full screens.
